Source: PubChem BioAssay
HP1b binding inh: HTS for Inhibitors of HP1-beta Chromodomain Interactions with Methylated Histone Tails | hit rate 0.56% among 390,000 | AlphaScreen HP1-beta / biotin-H3K9me3 peptide binding | AID 540317, 2011 | Chromobox protein homolog 1 (Homo sapiens), P83916 | Potency, µM (highest dose often 114 µM), inactives show at the top dose activity change, negative = inhibition, most hits filed as inhibitors; further: potency means the concentration at half of the fitted maximal effect; nearly all actives have a fitted effect of over 70% in size; inactives centre near 23
Target sequence (P83916 whole entry, looked up): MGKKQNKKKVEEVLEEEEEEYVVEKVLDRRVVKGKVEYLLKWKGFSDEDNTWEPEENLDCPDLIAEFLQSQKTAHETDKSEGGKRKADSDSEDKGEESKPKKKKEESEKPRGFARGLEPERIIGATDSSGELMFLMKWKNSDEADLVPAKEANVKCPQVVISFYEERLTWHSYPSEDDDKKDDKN
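AlphaScreen: HP1-beta (50 nM) preformed 30 min with biotin-H3(1-18)K9me3 peptide (50 nM) in PBS pH 7.4, 0.01% Tween-20. Compound added for 30 min at RT, then streptavidin donor/nickel chelate acceptor beads (10 ug/mL) for 30 min.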
ERG Ets-DNA blk: qHTS for Small Molecule Inhibitors of the ERG Ets/DNA interaction; Potency, µM (series often up to 76.9 µM), inactives show top-dose FP activity, negative = inhibition, actives largely listed as inhibitors; hit rate 0.028% among 370,000; Transcriptional regulator ERG (Homo sapiens), P11308; fluorescence polarization, His-ERG Ets domain / labelled DNA; active means well fitted inhibition curve with a large enough effect in the polarisation, with a control signal flat; inconclusive means small, poorly fitted or top-dose-only effect, or effect the other way, or a change in a side signal; inactive means no such curve, though single readings can be large or run the other way; the % refers to the polarisation;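 further: polarization taken with two DNA probes labelled with fluorescein and Texas red; potency means the concentration at half of the fitted maximal effect; % of control where 0% means no effect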
Target sequence (P11308 whole entry, looked up, the tested form may be a part): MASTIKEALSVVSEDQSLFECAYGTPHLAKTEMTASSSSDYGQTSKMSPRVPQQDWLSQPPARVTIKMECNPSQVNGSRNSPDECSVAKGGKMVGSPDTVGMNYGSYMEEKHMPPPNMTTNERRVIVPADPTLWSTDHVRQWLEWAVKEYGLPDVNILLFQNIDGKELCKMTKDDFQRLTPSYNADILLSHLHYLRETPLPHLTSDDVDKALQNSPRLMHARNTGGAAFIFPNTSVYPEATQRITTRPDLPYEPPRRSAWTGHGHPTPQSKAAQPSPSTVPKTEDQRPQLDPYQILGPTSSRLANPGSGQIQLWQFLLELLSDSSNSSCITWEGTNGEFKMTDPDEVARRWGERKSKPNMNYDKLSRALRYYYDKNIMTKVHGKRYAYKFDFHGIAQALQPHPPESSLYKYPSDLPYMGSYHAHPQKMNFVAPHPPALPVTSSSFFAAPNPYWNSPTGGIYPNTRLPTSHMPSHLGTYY
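His-tagged ERG Ets domain (1 uM in the protein solution; 300mM KCl, 50mM Tris-HCl, 1mM EDTA, 1mM DTT, pH 7.5) received compound, then a probe mix of 5 nM fluorescein-DNA and 100nM Texas-615-DNA. Fluorescence polarization was read for both dyes.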
PGK inhibitor: qHTS Assay to Find Inhibitors of Phosphoglycerate Kinase; AID 602233, 2012; PGK/GAPDH coupled, Kinase-Glo luminescence, 60 min; Phosphoglycerate kinase, glycosomal (Trypanosoma brucei brucei), P07378; Potency, µM (top dose mostly 57.5 µM), inactives show at the top dose activity change, negative = inhibition, actives largely listed as inhibitors; hit rate 0.043% among 380,000; further: potency means the concentration at half of the fitted maximal effect; on the % scale 0 is the no-effect control and ±100 the full control effect; nearly all actives have a fitted effect of over 60% in size
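Luminescent ATP detection (Kinase-Glo Plus) follows a 60-minute room-temperature incubation, with wells lacking PGK as controls. Buffer: 100 mM TEA (pH 7.6), 5 mM MgCl2, 0.01% Tween-20. Coupling enzyme GAPDH (100 nM final) supplies unstable 1,3-BPG in-well.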
JMJD2A Tudor: qHTS Assay for Inhibitors of JMJD2A-Tudor Domain; AID 504339, 2011; Lysine-specific demethylase 4A (Homo sapiens), O75164; Potency, µM (doses to about 114 µM), for the others: top-dose activity change, negative = inhibition, actives largely listed as inhibitors; hit rate 4.4% among 390,000; AlphaScreen JMJD2A-Tudor / H3K4me3 peptide binding; further: potency means the concentration at half of the fitted maximal effect; on the % scale 0 is the no-effect control and ±100 the full control effect; nearly all actives have a fitted effect of over 50% in size
PI4K2A block: qHTS for small molecular inhibitors of PI4K2A; hit rate 0.13% among 420,000; purified PI4K2A, ADP-Glo luminescence, 1 h; stronger effect = lower value; AID 1346378, 2018; Phosphatidylinositol 4-kinase type 2-alpha (Homo sapiens), Q9BTU6; activity change, negative = inhibition, % at 76.9 µM; in the data active means activity change below about -50%; inconclusive means mostly about -30% to -49%;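 further: -100% = wells without enzyme as full effect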
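PI4K2A activity was measured by ADP-Glo luminescence: enzyme (4 ug/mL stock) and phosphatidylinositol (1.2 mM stock) in Tris pH 7.5/MgCl2/EGTA/Triton X-100 buffer were reacted with ATP (300 microM stock) for one hour at ambient temperature.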
GLS inh: qHTS for Inhibitors of Glutaminase (GLS) | GLS enzymatic activity, qHTS titration | AID 624170, 2012 | Glutaminase kidney isoform, mitochondrial (Homo sapiens), O94925 | Potency, µM (highest dose often 45.5 µM), for the others: top-dose activity change, negative = inhibition, usual class: inhibitors | hit rate 0.21% among 410,000; further: potency means the concentration at half of the fitted maximal effect; on the % scale 0 is the no-effect control and ±100 the full control effect
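Assay buffer: 45 mM KH2PO4 pH 8.2, 0.02% Tween-20. hKGA acts on L-glutamine (1 mM solution added); product glutamate is reported by an oxidase/peroxidase Amplex Red coupling, with fluorescence taken at baseline and 30 min.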
BAZ2B block: qHTS Assay for Inhibitors of BAZ2B; Bromodomain adjacent to zinc finger domain protein 2B (Homo sapiens), Q9UIF8; AlphaScreen BAZ2B-H3K14Ac peptide displacement; Potency, µM (highest dose often 114 µM), for the others: at the highest dose activity change, negative = inhibition, actives largely listed as inhibitors; hit rate 4.4% among 360,000; further: potency means the concentration at half of the fitted maximal effect; on the % scale 0 is the no-effect control and ±100 the full control effect; nearly all actives have a fitted effect of over 60% in size
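Protein-peptide AlphaScreen: BAZ2B 50 nM, b-H3K14Ac 50 nM, 1x PBS pH 7.4 + 0.01% Tween-20. Preincubation 30 min RT; cpd 30 min RT (top 110 uM); beads 20 min RT, light-protected.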
Pin1 inhibitor: qHTS Assay to Find Inhibitors of Pin1 | Peptidyl-prolyl cis-trans isomerase NIMA-interacting 1 (Homo sapiens), Q13526 | Pin1 FP peptide displacement, HiFluor488, 10 min | Potency, µM (doses to about 115 µM), for inactives: at the highest dose activity, negative = inhibition, usual class: inhibitors | hit rate 0.009% among 390,000 | AID 504891, 2011; active means well fitted inhibition curve with a large enough effect in the polarisation, with a control signal flat, not every such curve was filed as active; inconclusive means small, poorly fitted or top-dose-only effect, or effect the other way, or a change in a side signal; inactive means no such curve, though single readings can be large or run the other way; the % refers to the polarisation; further: potency means the concentration at half of the fitted maximal effect; on the % scale 0 is the no-effect control and ±100 the full control effect
G9a block: qHTS Assay for Inhibitors of Histone Lysine Methyltransferase G9a | G9a H3K9 monomethylation, AlphaScreen, 2 h | Potency, µM (titrated, usually from 102 µM), without a hit: at the top dose activity, negative = inhibition, hits mostly inhibitors | hit rate 8.8% among 350,000; further: potency means the concentration at half of the fitted maximal effect; on the % scale 0 is the no-effect control and ±100 the full control effect; nearly all actives have a fitted effect of over 75% in size
Target sequence (Q96KQ7 913-1193 limits assumed): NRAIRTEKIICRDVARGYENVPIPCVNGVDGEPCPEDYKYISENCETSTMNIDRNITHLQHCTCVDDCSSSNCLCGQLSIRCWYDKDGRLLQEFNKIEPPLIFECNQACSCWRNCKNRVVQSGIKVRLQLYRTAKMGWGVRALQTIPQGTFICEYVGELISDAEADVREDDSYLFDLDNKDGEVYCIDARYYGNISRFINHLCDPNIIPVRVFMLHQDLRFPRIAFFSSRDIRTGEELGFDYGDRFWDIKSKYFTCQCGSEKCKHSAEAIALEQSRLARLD
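Readings reflect AlphaScreen signal from monomethyl-H3K9 antibody detection. HMT at 20 nM; substrate b-H3K9 500 nM; cofactor SAM 20 uM; 2 h RT reaction; compounds tested as titrations in qHTS with 15 min preincubation.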
* = called active by the depositor; i = inactive; ? = inconclusive; / = not tested or not shown; [ ] = remark or other dose. Unless noted, the call rests on the fitted dose curve; in most records, active means well fitted curve in the direction sought with a large enough effect; inconclusive means small, poorly fitted or top-dose-only effect, or another doubt; inactive means no such curve, though single readings can be large; an effect the other way counts as inactive or inconclusive.

SMILES	HP1b binding inh	ERG Ets-DNA blk	PGK inhibitor	JMJD2A Tudor	PI4K2A block	GLS inh	BAZ2B block	Pin1 inhibitor	G9a block
CCCCN(CC)CCCNC(=O)c1nn(C)c2c1CSc1ccccc1-2	58%[activator]	2%	-4%	7%	-9	1%	6%	-1%	-31%[59 µM]
O=C(CN1CCOc2ccccc21)N1CCCC1	44%[activator]	-12%	i	-5%	-6	11%	-7%	-2%	?
O=C(CS(=O)(=O)c1ccccc1)Nc1ccc(S(=O)(=O)Nc2ccccn2)cc1	32%	-4%	-4%	-13%	1	-19%	-17%	1%	-7%
CCOC(=O)C1(Cc2ccccc2Cl)CCN(S(C)(=O)=O)CC1	17%	-4%	-8%	-8%	10	-1%	-12%	0%	-6%
O=C(Cc1ccccc1F)N1CCC(c2nc3c(nnn3Cc3ccc(F)cc3)c(=O)[nH]2)CC1	30%	-12%	-9%	-13%	3	4%	-10%	-3%	-3%[59 µM]
CN1CCN(c2ccc(NC(=O)c3ccc(C#N)cc3F)cc2Cl)CC1	22%	-11%	-2%	-23%	-1	12%	-5%	-2%	-33%
O=C(O)CNC(=O)CC1S/C(=N/N=C2\CSC(=O)N2)NC1=O (centres undefined)	58%[activator]	-11%	/	7.1µM*	-7	41%[activator]	6.3µM*	?	-27%
CCN1C(=O)[C@H]2[C@@H](c3ccc(C)cc3)N3C(=O)N(c4cccc(Br)c4)C(=O)[C@@]3(Cc3ccccc3)[C@H]2C1=O	24%	-9%	i	-10%	-4	-4%	9%	12%	-3%[2.33 µM]
Cc1noc(C)c1S(=O)(=O)N1CCCC(C(=O)NC2CCCCC2)C1 (centres undefined)	23%	/	-10%	-2%	0	16%	16%	-3%	18%[12.7 µM]
Cc1ccc(-n2nc3c(c2NC(=O)c2ccccc2Br)CS(=O)C3)cc1 (centres undefined)	38%	-15%	-6%	-6%	1	-5%	-6%	-4%	?
CCCCC(=O)Nc1nnc(S(=O)(=O)N(C)Cc2ccco2)s1	34%	-4%	-5%	-15%	-3	3%	-4%	10%	/
O=C(NCc1ccc2c(c1)OCO2)c1cc([N+](=O)[O-])ccc1N1CCOCC1	24%	-7%	i	-14%	0	2%	/	2%	/
COc1ccc(N2C(=O)CC(N3CCN(C4CCc5ccccc5C4)CC3)C2=O)cc1 (centres undefined)	11%	-9%	-2%	-25%	-3	-14%	?	2%	?
Fc1ccc(-c2nnc(CN3CCC(c4nc5ccccc5s4)CC3)o2)cc1	53%[activator]	7%	1%	-18%	8	-8%	-1%	-1%	-18%[12.7 µM]
O=C(Nc1ccc(N2CCOCC2)cc1)C1(S(=O)(=O)c2ccccc2)CC1	10%	1%	i	-19%	-6	29%	-23%	-2%	?
O=C(CSCc1nc2c(nnn2Cc2ccc(F)cc2)c(=O)[nH]1)Nc1c(Cl)cc(Cl)cc1Cl	7%	-4%	?	-18%	0	1%	?	39%[activator]	-46%
CC(C)c1ccc(Nc2c(-c3ccco3)nc3ccccn23)cc1	-9%	-3%	4%	?	-1	9%	?	-8%	?
CCC(=O)N1CCN(c2nc(C)nc3sc(C)c(C)c23)CC1	30%	/	-3%[11.5 µM]	-1%	0	-3%	1%	0%	23%[59 µM]
CCN(Cc1nc2ccccc2c(=O)[nH]1)C(=O)COc1ccccc1Cc1ccccc1	25%	9%	8%	-24%	-2	6%	1%	32%[activator]	4%[0.501 µM]
O=C1NC2(CCCCC2)Oc2ccccc21	20%	4%	-4%	-8%	0	-8%	-24%	-8%	0%[12.7 µM]
O=c1c(NCc2cccs2)nccn1-c1ccc(F)cc1	4%	-6%	-3%	-18%	-1	-1%	-20%	-8%	-10%[59 µM]
CSc1ccccc1C(=O)N1CCOCC1	50%[activator]	5%	-7%	-8%	1	13%	6%	-10%	2%[59 µM]
CCOc1ccc(OCC)c(S(=O)(=O)n2ccnc2C)c1	41%[activator]	-1%	12%	-10%	-23	-7%	-21%	3%	-24%
CCCCNC(=O)c1ccc2c(=O)n(CCCOCC)c(=S)[nH]c2c1	20%	-7%	-2%	1%	5	/	6%	0%	-40%
Cc1nc2nc[nH]n2c(=O)c1NS(=O)(=O)c1ccc(Br)cc1	22%	-4%	12%	-15%	-5	11%	-1%	1%	4%[59 µM]
COc1ccc(-c2cc(C(=O)Nc3ccn(Cc4ccc(C)cc4)n3)no2)cc1OC	15%	5%	i	-14%	-2	0%	1%	-1%	7%[59 µM]
CS(=O)(=O)N(CCc1ccccc1)CC(=O)NCc1ccncc1	9%	/	4%	-9%	0	-2%	-7%	1%	15%[59 µM]
COc1ccc2c(=O)c(-c3ccc4c(c3)OCO4)coc2c1	19%	-8%	-12%	-19%	1	-2%	-1%	6%	8%
COc1ccc(CNC(=O)CCCn2c(SCC#N)nc3cc4c(cc3c2=O)OCO4)cc1	6%	-8%	-11%	-18%	3	-20%	-3%	-4%	-3%
COc1ccc(/C=C/C(=O)O)cc1S(=O)(=O)N1CCCc2ccccc21	23%	7%	-7%	-12%	-4	?	-32%	-10%	?
COc1ccc(N2CCN(Cc3nc4c(c(=O)n(C)c(=O)n4C)n3C(C)C(C)=O)CC2)cc1 (centres undefined)	10%	-2%	-8%	-8%	7	34%[activator]	-30%[57.1 µM]	-13%	?
CCC(=O)c1ccc(OCC(=O)Nc2ccccc2N2CCOCC2)cc1	57%[activator]	-11%	-4%	7%	2	-3%	23%	-1%	-18%[12.7 µM]
O=C1NC(=Nc2ccccc2)c2c1cccc2[N+](=O)[O-]	23%	2%	i	-4%	2	-2%	-20%	8%	-5%
Cc1ccc(CSc2nc3cccnc3n2Cc2ccc(C(=O)NC3CC3)cc2)cc1	12%	-1%	-11%	-12%	-5	7%	6%	-2%	10%[59 µM]
CC1=C(C#N)C(NC(=O)c2ccco2)(C(F)(F)F)C(=O)N1 (centres undefined)	12%	-6%	/	-10%	10	2%	-5%	-4%	5%[12.7 µM]
CCOC(=O)C1=C(C)NC(=O)NC1c1ccccc1OCc1c(F)cccc1Cl (centres undefined)	13%	-3%	i	-14%	3	9%	-30%	7%	-32%
Cc1nn(-c2ccccc2)c(OC(=O)C(C)C)c1Sc1ccccc1	12%	6%	i	?	-10	5%	-7%	1%	1.6µM*
Cc1cc(C)c(NC(=O)c2ccccc2N(C)S(C)(=O)=O)c(C)c1	25%	4%	-1%	-22%	0	-7%	1%	-5%	23%[59 µM]
CN1CCN(CC(=O)NC(=O)NC2CCCCC2)CC1	21%	-6%	-6%	-15%	2	-6%	-2%	6%	2%[12.7 µM]
O=C1c2cccc3cccc(c23)C(=O)N1CCc1ccccc1	90%[activator]	19%	-8%	32%	3	-4%	10%	5%	57%[activator][59 µM]
O=C1N(Cc2cccc(C(F)(F)F)c2)c2ccccc2S(=O)(=O)N1c1cccc(Cl)c1	10%	3%	5%	-7%	-8	-4%	0%	3%	2%[59 µM]
CC(C)(CNC(=O)Cc1ccc(Cl)cc1Cl)N1CCOCC1	23%	8%	-8%	-12%	0	2%	3%	-5%	?
O=C(Nc1ccn(CCCNCCCN2CCCC2=O)c(=O)n1)OCc1ccccc1	72%[activator]	8%	6%	-6%	-6	-7%	/	-1%	/
CCNS(=O)(=O)c1cc(OC)c(Cl)cc1OC	28%	4%	8%	-13%	3	7%	-6%	-2%	-3%[59 µM]
CC(C)(C)OC(=O)N1Cc2ccccc2C[C@H]1C(=O)NCC(=O)NC1CCCCC1	33%	8%	12%	-10%	0	1%	-2%	0%	28%
CCOC(=O)/C=C/c1ccc(C(F)(F)F)cc1S(=O)(=O)NC(C)(C)C	23%	8%	-10%	-21%	5	5%	/	-2%	/
Nc1nnn(CC(=O)N/N=C/c2cn[nH]c2-c2ccccc2)n1	33%	9%	-2%	-16%	-3	-6%	0%	2%	12%
C/C(Cl)=C/Cn1c(NCCCn2ccnc2)nc2c1c(=O)[nH]c(=O)n2C	21%	3%	-5%	-10%	6	-7%	-12%	-7%	13%[0.501 µM]
CSCCC(NC(=O)COc1ccccc1)C(=O)NCc1cccs1 (centres undefined)	9%	9%	3%	-12%	-2	0%	-12%	8%	/
Cc1ccnc(NS(=O)(=O)c2ccc(NC(=O)C3CC3)cc2)n1	12%	15%	0%	-9%	6	-3%	-13%	-11%	?
CCC(C)NC(=O)Cn1c(COc2ccc(Cl)cc2Cl)nc2ccccc21 (centres undefined)	24%	6%	i	-13%	-2	-1%	2%	-1%	7%[59 µM]
CCc1ccc(C(=O)NNC(=O)c2ccc(=O)n(C)n2)cc1	33%[activator]	-10%	-9%	-9%	0	1%	-6%	-5%	/
S=C(NCCN1CCCCC1)Nc1ccccc1	27%	9%	-2%	-10%	-4	19%	-15%	2%	?
